Bioassay records (PubChem)
SENP8 block-1 = inhibitors of human SENP8 protease; AID 602440; actives 0.64% (n = 360,000); inhibition, % at 20 µM; recombinant SENP8, Nedd8 substrate fluorescence; in the data active = inhibition mostly above about 40%, no sharp cut-off; inactive = mostly below about 27%
Target sequence (Q96LD8 whole entry, looked up): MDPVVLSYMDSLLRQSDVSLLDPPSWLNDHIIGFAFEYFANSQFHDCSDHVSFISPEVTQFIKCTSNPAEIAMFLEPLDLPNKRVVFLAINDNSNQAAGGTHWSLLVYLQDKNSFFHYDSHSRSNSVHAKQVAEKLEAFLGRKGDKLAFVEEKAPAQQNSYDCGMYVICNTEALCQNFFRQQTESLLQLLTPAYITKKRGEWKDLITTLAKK
SENP7 block = blocks the human protease SENP7 | Q9BQF6 | recombinant SENP7, Z-RLRGG-aminoluciferin luminescence, 40 min | inhibition, % at 5 µM | actives 1.5% (n = 330,000);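 active = inhibition above about 50% at the single test dose, limit read from the data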;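 note: plate controls were DMSO with enzyme for no effect and no enzyme buffer wells for full effect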
Target sequence (Q9BQF6 706-1050 limits assumed): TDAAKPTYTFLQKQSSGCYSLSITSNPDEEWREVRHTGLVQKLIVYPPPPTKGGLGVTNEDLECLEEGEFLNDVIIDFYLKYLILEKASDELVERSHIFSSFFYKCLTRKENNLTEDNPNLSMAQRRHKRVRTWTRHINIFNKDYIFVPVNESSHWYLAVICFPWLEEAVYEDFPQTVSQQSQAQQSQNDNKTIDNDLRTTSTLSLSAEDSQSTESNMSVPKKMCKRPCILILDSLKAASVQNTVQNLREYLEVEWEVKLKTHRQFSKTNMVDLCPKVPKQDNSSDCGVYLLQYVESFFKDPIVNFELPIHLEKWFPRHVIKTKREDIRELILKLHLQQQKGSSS
SENP1 FRET inh = blocks the human SENP1 SUMO protease catalytic domain. actives 0.21% (n = 360,000). inhibition, % at 10 µM. Q9P0U3. recombinant SENP1 catalytic domain, CyPet-SUMO1-YPet FRET cleavage;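 active = inhibition at least 30% at 10 µM, raw YFP signal under a set limit, fluorescence ratio 0.5 to 1.5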;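 note: 0% = enzyme with DMSO and 100% = no enzyme wells; some results filed as inactive read as strong as hits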
Target sequence (Q9P0U3 419-644 limits assumed): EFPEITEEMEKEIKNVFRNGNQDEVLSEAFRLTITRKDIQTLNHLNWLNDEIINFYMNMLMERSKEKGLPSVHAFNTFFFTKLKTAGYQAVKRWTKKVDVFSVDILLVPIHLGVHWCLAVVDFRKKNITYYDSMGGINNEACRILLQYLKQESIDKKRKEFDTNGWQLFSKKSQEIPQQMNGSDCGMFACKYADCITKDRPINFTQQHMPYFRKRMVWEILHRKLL
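Test system: hSENP1 catalytic domain, recombinant; Amount: 20 pM final SENP1 enzyme; Medium: Tris pH 8 buffer plus EDTA, NaCl, BME, BSA, NP40, catalase; Schedule: 50 min enzyme reaction, room temperature, light-protected; Technique: FRET fluorescence in CFP and YFP emission channels; Controls: no-enzyme wells low, DMSO-plus-enzyme wells high control.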
UBC13 polyUb = blocks human UBC13 polyubiquitin chain formation. actives 0.47% (n = 330,000). P61088. TR-FRET. inhibition, % at 20 µM; in the data active = inhibition above about 45%, passing the limit was not always enough
Target sequence (P61088 whole entry, looked up): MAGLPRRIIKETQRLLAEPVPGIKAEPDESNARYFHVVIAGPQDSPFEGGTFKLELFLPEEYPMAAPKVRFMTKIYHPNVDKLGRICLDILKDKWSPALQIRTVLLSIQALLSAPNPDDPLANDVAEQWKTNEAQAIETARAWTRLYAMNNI
MIN6 prolif = MIN6 beta-cell proliferation induction | MIN6 cells proliferation, ATPlite luminescence, 48 h; cells starved in 0.2% serum; 100% = growth in 10% serum | proliferation, % at 10 µM | actives 0.29% (n = 330,000) | AID 2380;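 active = compounds whose signal lies at least 3.5 SD above the mean of all wells on their plate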;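 note: 0% = DMSO-treated cells in low-serum medium and 100% = 10% serum control; some compounds called inactive have numbers as strong as hits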
SENP6 block = blocks the human protease SENP6; Q9GZR1; inhibition, % at 10 µM; Recombinant SENP6 catalytic domain, aminoluciferin luminescence; actives 1.8% (n = 330,000);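 active = inhibition above about 50% at the single tested dose, limit read from the data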;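 note: plate controls were DMSO wells with enzyme for no effect and DMSO wells lacking enzyme for full effect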
SENP8 block-2 = SENP8 protease inhibition. inhibition, % at 10 µM. AID 2540. purified SENP8, Z-RLRGG-aminoluciferin cleavage, luminescence. Q96LD8. actives 1.2% (n = 330,000); in the data active = inhibition above about 50%
PfG6PD inh = PfG6PD (Plasmodium falciparum) enzyme inhibition | PfGluPho enzyme, NADPH resazurin-diaphorase fluorescence | inhibition, % at 20 µM | actives 0.78% (n = 350,000);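 active = inhibition reaching at least a set limit at 20 µM in the primary screen, cut at about 59% in these data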;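 note: 0% = DMSO wells with substrate and 100% = DMSO wells lacking glucose-6-phosphate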
HKDC1 inh = inhibitors of human hexokinase HKDC1; Q2TB90; recombinant HKDC1, G6PDH/diaphorase resazurin coupled fluorescence; inhibition, % at 20 µM; actives 0.16% (n = 340,000); AID 493160;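 active = inhibition above about 35% when tested at 20 µM, limit read from the data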;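 note: plate controls were DMSO wells with enzyme for no effect and DMSO wells lacking enzyme for full effect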
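Material – in-house recombinant HK5 (HKDC1) enzyme · Quantity – HKDC1 at 5 µg/mL · Buffer or medium – pH 8.0 Tris buffer with 10 mM MgCl2 · Reagent – glucose with 1 mM ATP · Dosing – single 20 µM dose · Times – reaction time 90 min, room temperature, protected from light · Technique – resorufin fluorescence at 613 nm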
* hit, by the source's call; . = no result given.

Screens in order: SENP8 block-1, SENP7 block, SENP1 FRET inh, UBC13 polyUb, MIN6 prolif, SENP6 block, SENP8 block-2, PfG6PD inh, HKDC1 inh
(1) Cc1ccc(C2C3=C(CCCC3=O)N=C3c4ccccc4C(=O)C32)cc1 (stereo not given)
→ 8.3, -8.0, -1.4, -180.7, -0.8, -4.0, -10.1, 39.6, 0.5
(2) C=CCN(C(=O)CNC(=O)c1ccco1)C(C(=O)NC1CCCCC1)c1ccc(OC)cc1 (stereo not given)
→ 12.5, -0.3, 0.8, 7.5, -0.2, 1.1, -0.8, -0.8, -3.2
(3) CCOC(=O)c1c(NC(=O)COc2cccc3c2CCN(C)C3=O)sc2c1CCC2
→ -48.6, 2.3, -9.5, 13.7, 0.0, 3.3, -1.8, 11.9, -0.9
(4) OC1CC2CCC(C1)N2CCCN1c2ccccc2Sc2ccc(Cl)cc21 (stereo not given)
→ -23.1, ., 0.8, ., ., ., ., 18.3, -5.3
(5) COCCNc1nc(SCC(=O)N2CCN(c3ccccc3)CC2)nc2ccccc12
→ 7.7, -2.2, 2.3, 14.3, -1.6, 1.9, 7.1, 10.9, -10.3
(6) CC(C)(C)CC(=O)Nc1ccc(C(N)=O)cc1
→ 4.1, -0.4, 3.3, 8.1, -2.2, -5.8, -7.9, -13.9, -1.3
(7) COc1ccccc1/C=N/N1C(=O)c2cccc3cccc(c23)C1=O
→ 9.9, -4.1, 1.7, -3.0, 0.7, -14.5, -1.0, -2.3, -2.2
(8) O=C(NCCCO)Nc1ccc2nc(-c3ccco3)c(-c3ccco3)nc2c1
→ ., 12.3, ., 24.3, 1.5, -18.6, 15.2, ., .
(9) Cc1noc(C)c1COC(=O)c1cccc(S(=O)(=O)N2CCCCCC2)c1
→ 16.0, 4.6, -0.3, 6.0, -2.1, -10.6, 0.1, -7.9, 1.2
(10) O=C(COC(=O)c1cc[n+]([O-])cc1)Nc1ccccc1Sc1ccccc1
→ 3.9, -12.0, -1.0, 12.9, 0.7, -24.8, -9.1, -14.6, -7.6
(11) CCOC(=O)CNC(=O)CN1C(=O)CC(c2ccccc2)S(=O)(=O)c2ccccc21 (stereo not given)
→ 19.2, -2.8, 1.9, 5.4, -1.9, -7.3, -3.5, -10.3, 4.8
(12) COc1ccc(C2=NS(=O)(=O)N(C)C(C(=O)N3CCc4ccccc4C3)=C2)cc1OC
→ -277.1, -4.4, -11.6, 5.4, -3.8, 7.2, 2.1, -2.5, -1.9
(13) Cc1cn([C@H]2C[C@H](N=[N+]=[N-])[C@@H](CO)O2)c(=O)[nH]c1=O
→ -6.9, 4.6, 2.4, 2.2, -2.5, 15.2, 4.8, -7.1, -7.1
(14) Cc1ccc(Sc2ccc(S(=O)(=O)Nc3ccc(CC(=O)O)cc3)cc2)cc1C
→ 6.2, -9.4, 1.5, -16.6, -3.7, -5.2, -6.1, -11.7, 6.6
(15) CCOc1ccc2[nH]c(=O)c(CN(CCCN3CCOCC3)Cc3nnnn3Cc3ccc(OC)cc3)cc2c1
→ -379.0, -2.1, -40.7, 9.3, -0.7, -38.3, 4.2, 6.6, -8.1
(16) Cc1onc(-c2ccccc2)c1C(=O)N1CCN(S(=O)(=O)c2ccc3c(c2)OCCO3)CC1
→ 24.6, -1.6, 0.3, 8.0, -0.5, -0.8, -0.7, -8.9, -3.6
(17) CCCSc1nc(C)c(CC(=O)O)c(=O)[nH]1
→ 18.3, -1.8, -3.2, 7.2, -2.7, -8.5, 0.2, -10.7, 2.3
(18) CC(C)Cn1ccc(=O)n(CC(C)C)c1=O
→ 4.4, 7.6, 0.4, -3.5, 0.9, 3.8, -2.6, -12.0, -9.8
(19) CC(C)c1ccc(N2C(=NC(=O)C3CCCO3)SC3CS(=O)(=O)CC32)cc1 (stereo not given)
→ 11.8, -4.4, 0.5, 3.9, 1.0, -2.5, 0.5, 12.5, 0.3
(20) O=C(CSc1nnc(CNC(=O)c2ccco2)o1)Nc1ccc(Br)cc1
→ 14.3, -1.9, 3.5, 1.7, 1.1, 0.6, -10.9, -9.4, -5.6
(21) CCNc1nc(Oc2ccc(=O)[nH]n2)nc(SC)n1
→ 19.1, 7.8, 3.2, 0.0, -4.2, 15.5, -1.1, -2.2, -2.4
(22) CCOC(=O)C1(Cc2ccccc2)CCN(Cc2cnn(CC)c2)CC1
→ 6.4, -15.4, 0.4, -1.7, -1.8, -14.5, -1.2, 1.5, -5.6
(23) CC(C(=O)Nc1ccc(Cl)cc1Cl)N1C(=O)NC2(CCCC2)C1=O (stereo not given)
→ 2.1, 0.1, 0.8, -1.9, -1.4, -25.8, 1.0, -11.7, -5.0
(24) CCC(C(=O)Nc1c[nH]c(=O)[nH]c1=O)c1ccccc1 (stereo not given)
→ 10.9, 7.0, 1.4, 7.7, 0.0, 3.0, -0.6, -7.0, -16.3
(25) Cc1cccc(N(CC(O)CN2CCOCC2)S(=O)(=O)c2ccccc2)c1 (stereo not given)
→ 18.7, 10.7, -2.8, -1.4, 0.7, 2.8, -4.6, -9.1, -6.4
(26) COC(=O)c1cc(S(=O)(=O)N2CCC(c3cc(OC)ccc3OC)C2)c[nH]1 (stereo not given)
→ 6.4, 7.4, -1.2, 2.5, 1.0, -5.0, -1.0, -2.7, -3.8
(27) COc1ccccc1C1CC(c2ccc(Cl)cc2)Nc2ncnn21 (stereo not given)
→ -11.3, 9.4, -1.0, -1.2, 0.8, -21.0, -4.3, -2.6, 5.0
(28) CC(C)Nc1nc(NC(C)C)nc(SCC(N)=O)n1
→ 5.7, -4.4, -1.4, 8.6, -1.7, -5.2, 5.0, 22.8, -9.9
(29) CCN(CC)C(=S)Nc1ccc(C(=O)OC)cc1
→ 2.6, 8.2, 1.7, 5.9, -1.2, -55.0, 3.2, 10.5, -7.0
(30) COc1ccc(CNC(=O)CCCC2=NS(=O)(=O)c3ccccc3N2)cc1
→ 20.8, -13.7, 0.9, -4.3, -4.5, -25.0, -16.3, 0.3, -3.6
(31) O=C1/C(=C/c2cccc(Cl)c2)SC(=S)N1CCC(=O)N1CCCCC1CCO (stereo not given)
→ 15.6, -8.8, 2.5, -9.7, -3.4, 13.7, 4.6, -2.1, 12.4
(32) COc1cc(/C=C/C(=O)O)ccc1O
→ -1.9, 6.1, 1.6, -3.5, 0.3, -10.1, -3.8, -29.5, -3.0
(33) CC(=N)c1c(O)c2ccccc2oc1=O
→ 5.8, 6.2, -2.8, 0.0, -0.5, -0.4, -9.6, 0.5, -4.7
(34) CCCS(=O)(=O)N1CCCC(C(=O)NCCc2ccc(Cl)cc2)C1 (stereo not given)
→ 9.8, 5.5, 1.9, -0.9, 1.8, -2.7, 3.8, 1.6, -3.4
(35) O=C1c2ccccc2C(=O)N1CCCc1nc(-c2ccccn2)no1
→ 7.4, 0.7, 2.4, -0.8, -4.8, 3.1, -3.6, -4.3, -1.8
(36) OC1(c2cccnc2)CCN(Cc2nnnn2C2CCCCC2)CC1
→ 21.8, -0.1, -0.8, -2.4, 0.0, 7.3, 4.1, -5.9, 1.5
(37) O=C(NCc1ccccn1)c1ccc(COc2ccc(Cl)cc2)o1
→ 14.6, 0.1, -1.1, 3.4, -1.7, -15.4, 10.8, -5.5, -4.5
(38) Cc1ccc(-n2nc(C)c3c(C)onc3c2=O)cc1
→ 14.8, -28.7, 2.1, -4.7, -4.0, -21.5, -3.9, -17.5, 0.3
(39) CCC(C)C(=O)Nc1nnc(SCC(=O)NC(C)(C)C)s1 (stereo not given)
→ 7.1, -7.7, 1.6, -11.7, -4.3, -13.7, -6.6, -4.5, 3.8
(40) CCCCNc1c(-c2cccc(-c3ccc(OC)cc3)c2)nc2cc(C)ccn12
→ -478.0, -1.3, -66.2, 25.1, -6.2, 10.6, -6.0, 28.7, -1.1

Whole records from above:
Cc1cccc(N(CC(O)CN2CCOCC2)S(=O)(=O)c2ccccc2)c1 (stereo not given) reads SENP8 block-1: 18.7; SENP7 block: 10.7; SENP1 FRET inh: -2.8; UBC13 polyUb: -1.4; MIN6 prolif: 0.7; SENP6 block: 2.8; SENP8 block-2: -4.6; PfG6PD inh: -9.1; HKDC1 inh: -6.4
COc1ccccc1/C=N/N1C(=O)c2cccc3cccc(c23)C1=O reads SENP8 block-1: 9.9; SENP7 block: -4.1; SENP1 FRET inh: 1.7; UBC13 polyUb: -3.0; MIN6 prolif: 0.7; SENP6 block: -14.5; SENP8 block-2: -1.0; PfG6PD inh: -2.3; HKDC1 inh: -2.2

Two entries from above in a different format.
item | SMILES | SENP8 block-1 | SENP7 block | SENP1 FRET inh | UBC13 polyUb | MIN6 prolif | SENP6 block | SENP8 block-2 | PfG6PD inh | HKDC1 inh
35 | O=C1c2ccccc2C(=O)N1CCCc1nc(-c2ccccn2)no1 | 7.4 | 0.7 | 2.4 | -0.8 | -4.8 | 3.1 | -3.6 | -4.3 | -1.8
36 | OC1(c2cccnc2)CCN(Cc2nnnn2C2CCCCC2)CC1 | 21.8 | -0.1 | -0.8 | -2.4 | 0.0 | 7.3 | 4.1 | -5.9 | 1.5

Next part.
Screens in order: SENP8 block-1, SENP7 block, SENP1 FRET inh, UBC13 polyUb, MIN6 prolif, SENP6 block, SENP8 block-2, PfG6PD inh, HKDC1 inh
(41) c1ccc2oc(-c3[nH]ncc3CN(Cc3ccncc3)CC3CCCO3)cc2c1 (stereo not given)
→ -30.5, -3.7, -0.9, -19.9, 0.5, -3.7, -16.2, -8.5, -10.2
(42) CC(NC(=O)c1ccccc1NC(=O)c1ccco1)c1ccccc1 (stereo not given)
→ -8.6, -3.5, 3.2, 6.5, 4.6, -22.8, -3.3, -13.6, -1.1
(43) COC(=O)c1cc(=O)n(Cc2ccc(OC)cc2)c(=NCc2ccc(OC)cc2)s1
→ 16.1, 0.1, -1.5, -3.2, -2.0, -3.0, 8.5, 4.6, -43.4
(44) Cc1[nH]c2nc3ccccc3n2c(=O)c1CCC(C)C
→ -307.4, 2.4, -0.7, 7.6, -0.6, -29.2, 0.3, -13.8, -4.6
(45) Cc1cc(N2CCC(C)CC2)nc(NCc2ccccc2)n1
→ 17.7, -2.9, 0.2, 43.0, -6.1, 7.7, 6.0, 1.5, -4.1
(46) CC1CCCN(C(=O)COc2ccc(NC(=O)c3cccs3)cc2)C1 (stereo not given)
→ 4.8, -5.5, -0.9, -8.7, -1.5, -19.5, 0.1, 11.9, -5.1
(47) O=C(NCC1COc2ccccc2O1)c1cccs1 (stereo not given)
→ 16.1, -6.2, -3.0, -0.3, 0.0, -12.4, -5.5, -7.2, -3.8
(48) CCn1c(SCC(=O)Nc2nccs2)nnc1-c1ccc(C)cc1
→ 21.3, -7.6, 1.0, -6.5, -2.4, -15.9, -8.9, 4.2, -6.6
(49) CC1CCCN(C(=O)c2cccc(S(=O)(=O)N3CCCc4ccccc43)c2)C1 (stereo not given)
→ 6.1, -4.7, -1.2, -0.4, 2.1, 3.4, 8.6, -1.9, -1.6
(50) COc1ccc2cc(C(=O)O)ccc2c1
→ 0.0, -1.7, -0.1, 4.0, -1.8, -0.9, 0.2, -14.1, -0.6
(51) C/C(=N\NC(=O)c1ccccc1O)C1C(=O)c2ccccc2C1=O
→ 36.1, 87.1*, 9.6, -22.5, -4.5, 94.1*, 92.5*, -11.6, 5.7
